Screening results (PubChem)
A350 fluor: compounds fluorescent in Alexa 350 spectral region. Compound autofluorescence, 340/450 nm, Alexa 350 dye-equivalents; stronger effect = higher value. max dye-equivalent concentration, M. 11% of 59,000 active; in the data active = max dye-equivalent concentration above about 10 nM; inconclusive = mostly about 1.1 nM to 9.6 nM
Fluorescein autfl: compound fluoresces in the fluorescein spectral region | Compound autofluorescence, 480/540 nm, fluorescein-equivalent; stronger effect = higher value | max fluorescein-equivalent concentration, M | AID 593 | 0.91% of 59,000 active; in the data active = max fluorescein-equivalent concentration above about 10 nM; inconclusive = between about 1.1 nM and that limit
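Each compound is tested across a concentration series in 100 mM Tris buffer at pH 8.0. After 15 min at room temperature, plates are imaged with 480 nm excitation and 540 nm emission filters, and intensities are converted to fluorescein-equivalent values.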
4-MU autofl: compounds fluorescent in 4-MU spectral region | compound autofluorescence, 340/450 nm, 4-MU equivalents; stronger effect = higher value | max dye-equivalent concentration, M | 11% of 59,000 active | AID 589; in the data active = max dye-equivalent concentration above about 10 nM; inconclusive = mostly about 1.1 nM to 9.6 nM
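Compounds in 100 mM Tris, pH 8.0, incubated 15 min at room temperature, then fluorescence read at 340 nm excitation/450 nm emission. Signal converted to 4-MU dye-equivalent concentration using an on-plate six-point 4-MU standard curve.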
Tau filament bind: binders of human tau filaments; Potency, µM (doses to about 57.1 µM), for the others: at the top dose activity change, negative = inhibition; recombinant tau filaments, thioflavin S fluorescence, 15 h; filaments grown with octadecylsulfate alongside compound; 2% of 71,000 active;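 note: potency is the fitted concentration of half-maximal effect; % is set by controls: 0 for no effect and ±100 for the full control effect; actives lower thioflavin S fluorescence by blocking filaments or displacing dye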
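Quantitative HTS: thioflavine S signal from ODS-induced tau filaments, excited at 450 nm, emission 510 nm. Conditions: 1 uM tau, 30 uM ODS, 15 h at 37 C, pH 7.4.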
Luciferase inh: firefly luciferase inhibition. purified firefly luciferase, luminescence, 8 min. Potency, µM (titrated, usually from 57.1 µM), inactives show top-dose activity change, negative = inhibition, hits mostly inhibitors. 2.2% of 72,000 active. AID 411; note: potency is the fitted concentration of half-maximal effect; % is set by controls: 0 for no effect and ±100 for the full control effect; nearly all actives have a fitted effect of over 40% in size
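Luminescence read-out after 8 min at room temperature; enzyme reaction used luciferin plus 10 uM ATP (linear range) in imidazole buffer pH 7.2 with KCl, MgCl2, Tween 20 and BSA. Each sample was run as a titration.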
Casp1 inh: caspase-1 (human) inhibition, allosteric or competitive; AID 900; 0.03% of 75,000 active; Caspase-1 enzyme, Ac-WEHD-AFC fluorogenic rate; Potency, µM (series often up to 57.5 µM), inactives show at the highest dose activity change, negative = inhibition, most hits filed as inhibitors; P29466;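 note: potency is the fitted concentration of half-maximal effect; plate controls were vehicle for no effect and no substrate for full effect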
Target sequence (P29466 120-297 limits assumed): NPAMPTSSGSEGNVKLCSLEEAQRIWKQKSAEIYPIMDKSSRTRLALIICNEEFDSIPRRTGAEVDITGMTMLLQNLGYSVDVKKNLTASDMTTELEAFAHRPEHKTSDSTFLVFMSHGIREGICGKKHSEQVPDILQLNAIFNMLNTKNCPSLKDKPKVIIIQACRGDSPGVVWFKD
Target sequence (P29466 317-404 limits assumed): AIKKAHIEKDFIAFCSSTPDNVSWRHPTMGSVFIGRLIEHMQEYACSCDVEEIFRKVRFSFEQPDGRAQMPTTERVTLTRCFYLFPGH
HEK293 cAMP ctrl: counter-screen for TSHR agonists: cAMP increase in parental HEK293. parental HEK293 CNG cAMP sensor, membrane potential fluorescence. Potency, µM (doses to about 57.1 µM), without a hit: at the highest dose activation, usual class: activators. 2.5% of 73,000 active; note: potency is the fitted concentration of half-maximal effect; % of control where 0% means no effect; nearly all actives have a fitted effect of over 55% in size
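Parental HEK 293 cells stably expressing a cAMP-gated CNG channel were loaded with membrane potential dye containing 100 uM RO 20-1724 for 60 min. Compound added for 30 min; depolarization read as fluorescence intensity at 590 nm.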
TexasRed autofl: compounds fluorescent in Texas Red spectral region; max dye-equivalent concentration, M; AID 587; Compound fluorescence, Texas Red channel, 547/618 nm; stronger effect = higher value; 0.06% of 59,000 active; in the data active = max dye-equivalent concentration above about 10 nM; inconclusive = between about 1.1 nM and that limit
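Compound titrations in 100 mM Tris pH 8.0 were incubated 15 min at room temperature and read at 547 nm excitation / 618 nm emission. Texas Red six-point standard curve on each plate converted fluorescence to dye-equivalent concentration.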
Rhodamine autofl: rhodamine region autofluorescence | Rhodamine-region fluorescence, 547/598 nm, Tris buffer; stronger effect = higher value | max dye-equivalent concentration, M | 0.05% of 59,000 active; in the data active = max dye-equivalent concentration above about 11 nM; inconclusive = between about 1.1 nM and that limit
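Steps: pin-transfer compounds into pH 8.0 Tris (100 mM), hold 15 min at room temperature, image with a 547/598 nm filter pair, and convert intensities to rhodamine-equivalent concentration using a six-point on-plate rhodamine series.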
Casp7 inh: caspase-7 (human) inhibition, allosteric or competitive; 0.02% of 75,000 active; AID 889; P55210; Potency, µM (doses to about 57.5 µM), inactives show at the highest dose activity change, negative = inhibition, hits mostly inhibitors; recombinant caspase-7, Ac-DEVD-AFC fluorescence rate; active = well fitted inhibition curve with a large enough effect in the main read-out, with a control signal flat, not every such curve was filed as active; inconclusive = small, poorly fitted or top-dose-only effect, or a change in a side signal; note: potency is the fitted concentration of half-maximal effect; % of control where 0% means no effect
Target sequence (P55210 24-198 limits assumed): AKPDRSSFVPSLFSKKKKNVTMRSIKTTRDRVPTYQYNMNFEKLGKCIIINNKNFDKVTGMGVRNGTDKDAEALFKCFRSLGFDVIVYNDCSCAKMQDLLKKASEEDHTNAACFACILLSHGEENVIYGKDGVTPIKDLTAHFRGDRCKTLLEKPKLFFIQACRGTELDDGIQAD
Target sequence (P55210 207-303 limits assumed): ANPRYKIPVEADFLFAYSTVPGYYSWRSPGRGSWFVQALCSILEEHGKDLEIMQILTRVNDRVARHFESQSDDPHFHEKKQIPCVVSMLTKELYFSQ
ERK AVP block: blocks ERK signaling stimulated by vasopressin | 0.99% of 72,000 active | Potency, µM (top dose mostly 57.5 µM), inactives show at the top dose activity, negative = inhibition, most hits filed as inhibitors | AID 995 | HEK293-V1b, vasopressin-stimulated pERK AlphaScreen; note: potency is the fitted concentration of half-maximal effect; % is set by controls: 0 for no effect and ±100 for the full control effect; nearly all actives have a fitted effect of over 55% in size
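qHTS, compounds titrated on V1b-expressing HEK293 cells. Preincubation 30 min at 37C, vasopressin 25 nM for 5 min, lysis 10 min, bead incubation 5 hr at room temperature.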
* = called active by the depositor; i = inactive; u = inconclusive; x = no result given; & = joins results of further samples; [ ] = another dose, or the depositor's remark. Unless noted, calls come from the whole dose curve; as a rule, active = well fitted curve in the direction sought with a large enough effect; inconclusive = small, poorly fitted or top-dose-only effect, or another doubt; inactive = no such curve, though single readings can be large; an effect the other way counts as inactive or inconclusive. Not all compounds are listed; count on the stated rates, not on these rows.

Each structure is followed by: Luciferase inh, TexasRed autofl, 4-MU autofl, Fluorescein autfl, HEK293 cAMP ctrl, Casp1 inh, Casp7 inh, Tau filament bind, ERK AVP block, Rhodamine autofl, A350 fluor
1) COc1cc2c(cc1OC)C(C)N(C(=O)c1cc3n(n1)C(C(F)(F)F)CC(c1ccco1)N3)CC2 (stereo not given)
    1%, i, i, u, 0%, -8%, -4%, 4%, u, i, i
2) Cc1ccccc1N1C(=O)C2ON(c3ccccc3)C(c3ccncc3)C2C1=O (stereo not given)
    2%[25.5 µM], i, i, i, x, x, x, x, x, i, i
3) CCOC(=O)c1sc2c(c1C)c(=O)c(C(=O)OCC)cn2CC
    1%[25.5 µM], i, i, i, x, x, x, x, x, i, i
4) CC1CCc2nc3ccc(S(=O)(=O)N4CCC(C(=O)NC5CCCC5)CC4)cc3c(C(=O)O)c2C1 (stereo not given)
    3%, x, x, x, 11%, -3%, -5%, 5%, -11%, x, x
5) CCCCOC(=O)n1c(SCC(=O)N(C)C)nc2ccccc21
    -2%, i, 5.1e-08M*, i, u, -4%, -8%, 8%, -23%, i, 7e-08M*
6) O=C(c1ccncc1)N1CCC[C@@]2(CCN(c3ncccn3)C2)C1
    2%[11.4 µM], i, i, i, 23%, -3%, -4%, 9%, -1%, i, i
7) O=C(CCN1C(=O)C2C3C=CC(C3)C2C1=O)NCc1cccnc1 (stereo not given)
    3%, i, i, i, 21%, -2%, -3%, 10%, 4%, i, i
8) O=C1COc2ccc(C(=O)NCc3ccco3)cc2N1
    -1%, i, i, i, 2%, 0%, -1%, -1%, -25%, i, i
9) CCC(O)OC(O)CC (stereo not given)
    x, x, x, x, -7%&26%, -2%&-1%, 0%&-9%, -2%&10%, -15%&6%, x, x
10) O=S(=O)(c1ccc(F)cc1)N1CCC(O)(c2ccc3c(c2)OCO3)CC1
    -1%, i, i, i, 2%, -2%, 1%, -2%, -11%, i, i
11) Cc1ccc2nc(-c3ccc(S(=O)(=O)N4CCOCC4)cc3)cn2c1
    1%, i, 2.2e-08M*, u, 11%, 0%, -1%, 11%, -5%, i, 2e-08M*
12) Cc1ccc(C(=O)NCCCN2CCOCC2)cc1N1CCCC1=O
    3%, i, i, u, -3%, 0%, 0%, 3%, 15%, i, i
13) Cc1cc(C(=O)COC(=O)CN(C)S(=O)(=O)c2ccc(Cl)cc2)c(C)n1CC1CCCO1 (stereo not given)
    -13%, i, i, u, 2%, -3%, -2%, -4%, -9%, i, i
14) Cc1cc(=O)oc2c(C)c(OCC(=O)N(C)C)ccc12
    3%, i, u, i, -5%, 0%, 2%, -8%, -11%, i, u
15) Cc1ccc(-c2nnc(N3CCN(S(C)(=O)=O)CC3)c3ccccc23)cc1
    1%, i, i, i, 2%, -1%, 2%, 3%, -14%, i, u
16) CC(C)OCCCNC(=O)c1sc(=S)n(C)c1N
    2%, i, u, i, 0%, -4%, -1%, 15%, 0%, i, u
17) COc1ccc(S(C)(=O)=O)cc1S(C)(=O)=O
    2%, i, i, i, 2%, 1%, -1%, 4%, 2%, i, i
18) O=C(Nc1cnc2ccccc2c1)c1ccco1
    20µM*, u, i, i, -13%, 1%, 2%, -11%, -19%, i, i
19) OC(CN1CCN(c2ccccc2)CC1)c1ccc2c(c1)CCN2 (stereo not given)
    0%, x, x, x, 2%, -1%, -1%, -28%, x, x, x
20) CC(=O)N1CCC(N(C(=O)Nc2ccc(C)c(C)c2)C2CCCC2)CC1
    1%, i, i, u, -2%, -3%, 0%, 21%, -5%, i, i
21) Cc1nc2nc(COc3ccccc3)[nH]n2c(=O)c1Cl
    -6%, i, i, i, 9%, 0%, 0%, 0%, 2%, i, i
22) CCN(CC)C(=O)COc1ccc(-c2ccccc2)cc1
    u, x, x, x, 14%, 0%, -2%, -11%, -11%, x, x
23) COCc1cc(C)n(CC(=O)Nc2ccccc2OC)c(=O)c1C#N
    0%, i, u, i, 6%, -1%, 5%, -8%, -14%, i, u
24) O=C(Cc1coc2ccc3ccccc3c12)N1CCN(c2ncccn2)CC1
    -33%, i, u, i, u, -4%, -7%, -3%, -17%, i, u
25) CCc1nc2ccccc2n1Cc1cc(=O)n2cc(C)ccc2n1
    -1%, i, 2.1e-08M*, u, u, -1%, -5%, 3%, -20%, i, 2.8e-08M*
26) O=C(CCCc1ccccc1)NCc1cccnc1
    1%, x, x, x, 27%, -2%, -2%, 4%, 9%, x, x
27) Cc1ccc2c(CN3CCN(S(=O)(=O)c4ccc5c(c4)OCCO5)CC3)cc(=O)oc2c1C
    2%, i, i, u, -5%, -2%, -2%, 1%, u, i, i
28) CN(C(=O)c1ccno1)c1nnc(-c2cnccn2)s1
    0%, i, u, i, 9%, -2%, 0%, -2%, -12%, i, u
29) CC(C)(C)NC(=O)C(c1ccco1)N(C(=O)Cn1nnc(-c2ccc(F)cc2)n1)c1cccc(F)c1 (stereo not given)
    2%, i, i, i, u, -1%, 0%, -7%, 27%, i, i
30) Cc1cc(C(=O)Nc2sc3c(c2C#N)CCCC3)no1
    13µM*, i, i, i, 3%, -1%, -2%, -1%, -12%, i, i
31) Clc1ccccc1-c1cc(NCc2ccccc2)ncn1
    1%[2.29 µM], i, i, i, u, -5%, -8%, 7%, 25µM*, i, i
32) Cc1cc(=O)oc(C)c1C(=O)Nc1ccc2nsnc2c1
    0%[25.5 µM], i, 5.8e-08M*, u, x, x, x, x, x, i, 6.6e-08M*
33) COc1ccc(C(c2nnnn2CC2CCCO2)N2CCN(c3ccccc3)CC2)cc1 (stereo not given)
    1%, i, i, u, 27%, 0%, 1%, 1%, -14%, i, i
34) O=c1[nH]c(N2CCCCC2)nc2c1CCCC2
    1%, i, i, i, 8%, -1%, 0%, 5%, -24%, i, i
35) O=C(OC1CCCCC1)c1ccc(NC(=O)c2ccco2)cc1
    -19%, x, x, x, 25%, -3%, -2%, 55%, -26%, x, x
36) COc1cc(NC(=O)C2CCCO2)c(OC)cc1NC(=O)c1ccccc1 (stereo not given)
    -4%, u, i, i, 8%, -1%, -1%, 25µM*, -19%, i, i
37) O=S(=O)(NCC1CCCO1)c1ccc(Br)s1 (stereo not given)
    -10%, i, u, i, 3%, 0%, -1%, -15%, -6%, i, u
38) CCOCCc1nnc(NC(=O)CN2C(=O)c3ccccc3C2=O)s1
    4%, i, i, i, 22%, -1%, -2%, -1%, -2%, i, i
39) CCc1cccc(NS(=O)(=O)c2ccc3c(c2)oc(=O)n3C)c1
    0%, i, i, i, 1%, 1%, -4%, 10%, 16%, i, i
40) CCC(=O)c1ccc(OCC(=O)O)cc1
    -5%, i, i, u, 4%, 0%, -1%, 1%, 13%, i, i

Record cards, from the list above. Screens in order: Luciferase inh	TexasRed autofl	4-MU autofl	Fluorescein autfl	HEK293 cAMP ctrl	Casp1 inh	Casp7 inh	Tau filament bind	ERK AVP block	Rhodamine autofl	A350 fluor
`O=S(=O)(NCC1CCCO1)c1ccc(Br)s1` (stereo not given) reads -10%	i	u	i	3%	0%	-1%	-15%	-6%	i	u
`CCOCCc1nnc(NC(=O)CN2C(=O)c3ccccc3C2=O)s1` reads 4%	i	i	i	22%	-1%	-2%	-1%	-2%	i	i

The results go on.
Each structure is followed by: Luciferase inh, TexasRed autofl, 4-MU autofl, Fluorescein autfl, HEK293 cAMP ctrl, Casp1 inh, Casp7 inh, Tau filament bind, ERK AVP block, Rhodamine autofl, A350 fluor
41) COc1ccc(N2CCCn3c2nc2c3c(=O)n(CCN3CCOCC3)c(=O)n2C)cc1
    -2%, i, i, i, 0%, -2%, 0%, 5%, 3%, i, i
42) CCc1nc2sc3ccccc3c(=O)c2c(=O)n1Cc1ccco1
    0%, i, i, u, 23%, -2%, -18%, 16µM*, -12%, i, i
43) CC(C)(C)n1ncc2c(=O)n(CC(=O)NCc3ccco3)cnc21
    -10%, i, i, i, 7%, -1%, -1%, -1%, 0%, i, i
44) O=C(NCCN1CCOCC1)c1ccccc1Oc1ccccc1
    -1%, i, i, u, 4%, 1%, 1%, 12%, -9%, i, i
45) CCN1C(=O)c2cccc3c(NC(=O)C4CCCCC4)ccc1c23
    5%, i, i, u, 29%, -11%, -11%, -25%, -1%, i, i
46) CCCCOc1ccc(NC(=O)c2cnc(C)cn2)cc1
    -6%, i, i, i, 11%, 0%, 0%, -1%, -15%, i, i
47) COC1(OC)N=C(N)C2(C#N)C(c3ccc4c(c3)OCO4)C12C#N (stereo not given)
    -2%, i, u, i, 11%, -15%, -10%, -19%, 26%, i, u
48) Cc1ccc2nc(SCc3nnc(-c4cccs4)o3)[nH]c2c1
    3%, i, i, i, -4%, -5%, 0%, -10%, u, i, i
49) CCCn1c(=O)c2ccccc2n2c(SCC(=O)Nc3cc(C)on3)nnc12
    0%, i, 4.1e-08M*, i, 26%, 1%, 8%, -2%, 15%, i, 6e-08M*
50) O=C(O)Cn1c(-c2ccccc2)nc2ccccc21
    -1%, i, i, i, 7%, 0%, 0%, 10%, 4%, i, i
51) O=C(CCc1ccccc1)Nc1ncc2c(n1)CCCC2=O
    1%, i, i, i, 10%, -1%, 0%, -2%, 4%, i, u
52) CCCC(=O)Nc1nnc(-c2cccc(OCC)c2)s1
    0%, i, u, u, 1%, 1%, -1%, 20%, -10%, i, u
53) O=C(Nc1cc(C(F)(F)F)ccc1Cl)c1cc(C2CC2)on1
    0%, i, i, i, 9%, 0%, -1%, 10%, 29%, i, i
